Rac1 wt GTP bind: alters GTP binding to wildtype human Rac1; GST-Rac1 beads, fluorescent GTP binding, flow cytometry; actives lie on both sides; 0 = cold GTP competed, 100 = untreated; GTP binding activity (% of control), % at 10 µM; actives 0.27% (n = 190,000); AID 757;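 active means GTP binding activity at least 20 points away from the 100% control level, either lower or higher; inconclusive means compound flagged as likely green fluorescent, judged across all proteins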
Avidin fluor: avidin bead compound fluorescence profile; Avidin beads, compound fluorescence 488/530 nm, flow cytometry; stronger effect = higher value; fluorescence (KMESF) at 10 µM; actives 0.38% (n = 220,000); in the data active means fluorescence above about 47; further: inactives centre near 10
Rab2 wt GTP: changes GTP binding to wildtype dog Rab2A, up or down; actives 0.19% (n = 190,000); AID 760; P61105; GST-Rab2 wt beads, Bodipy-GTP binding, flow cytometry; GTP binding activity, % at 10 µM;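 active means GTP binding activity at least 20 points away from 100%, either lowered or raised; inconclusive means signal likely due to the compound's own green fluorescence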;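 further: 0% = beads with excess unlabeled GTP and 100% = no-compound control corrected for plate trend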
Pf gametocyte: kills late stage P. falciparum gametocytes; P. falciparum stage V gametocytes, ATP luminescence, 24 h; inhibition, % at 10.9 µM; actives 0.065% (n = 150,000); AID 743093;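 active means inhibition above the mean plus 3 SD of compounds within the control limits, set per campaign, cut at about 38% in these data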;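 further: 0% = DMSO wells and 100% = medium only without gametocytes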
Rac1 mut GTP: human Rac1 activated mutant GTP binding change; P63000; GST-Rac1 activated beads, fluorescent GTP binding, flow cytometry; actives lie on both sides; 100% means binding = to untreated wells; percent activity (GTP binding), % at 10 µM; actives 0.11% (n = 190,000);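 active means GTP binding at least 20 percentage points away from the 100% baseline, in either direction, so actives lie on both sides; inconclusive means Compound likely fluorescent itself, or too few beads counted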
Bim-Mcl-1: disrupts Bim peptide binding to human Mcl-1. Q07820. Bead-based flow cytometry, Bim peptide-Mcl-1 binding. inhibition, % at 10 µM. actives 0.1% (n = 190,000). AID 1009; in the data active means inhibition above about 40%;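 further: 0% = no compound tracer wells and 100% = peptide blocker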
Target sequence (Q07820 whole entry, looked up): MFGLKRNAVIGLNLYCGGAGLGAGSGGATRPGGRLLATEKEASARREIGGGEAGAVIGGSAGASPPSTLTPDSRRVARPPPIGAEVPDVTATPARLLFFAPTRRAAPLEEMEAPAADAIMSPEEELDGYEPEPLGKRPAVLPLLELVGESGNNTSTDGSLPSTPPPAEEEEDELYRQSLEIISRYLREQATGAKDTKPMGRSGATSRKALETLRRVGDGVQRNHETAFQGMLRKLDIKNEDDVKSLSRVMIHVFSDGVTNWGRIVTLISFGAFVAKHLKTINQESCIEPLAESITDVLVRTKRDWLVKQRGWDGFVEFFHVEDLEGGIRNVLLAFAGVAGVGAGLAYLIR
Cdc42 wt GTP: changes GTP binding to wildtype human Cdc42. GST-Cdc42 beads, Bodipy-GTP binding, flow cytometry; actives lie on both sides. percent activity (GTP binding), % at 10 µM. actives 0.2% (n = 190,000). AID 761;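 active means percent activity GTP binding at least 20 points away from the 100% baseline, either down as inhibitor or up as activator; inconclusive means compound flagged as likely green fluorescent from well-wide comparison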;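 further: median bead fluorescence of bound Bodipy-FL-GTP at 100 nM; 0% = excess unlabeled GTP control and 100% = no compound control; below 100% means less GTP binding so inhibitor and above means activator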
Target sequence (P60953 whole entry, looked up): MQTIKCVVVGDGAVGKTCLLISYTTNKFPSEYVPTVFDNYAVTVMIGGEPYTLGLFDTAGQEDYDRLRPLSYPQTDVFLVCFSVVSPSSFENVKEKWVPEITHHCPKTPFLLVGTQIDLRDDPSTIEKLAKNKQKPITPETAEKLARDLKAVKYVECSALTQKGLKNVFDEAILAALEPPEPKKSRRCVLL
Rab7 wt modul: alters GTP binding to wildtype dog Rab7; GST-Rab7 beads, fluorescent GTP binding, flow cytometry; actives lie on both sides; untreated = 100%, excess cold GTP = 0%; GTP binding activity (percent of control), % at 10 µM; actives 0.055% (n = 190,000); AID 758;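 active means fluorescent GTP binding to Rab7 beads changed by at least 20 points from the 100% baseline, either direction, mostly lower; inconclusive means compound itself probably fluorescent, or too few beads counted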;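 further: median green fluorescence of bound Bodipy-FL-GTP per Rab7 bead population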
HRas wt GTP: modulators of GTP binding to human HRas wildtype; P01112; GST-Ras wt beads, Bodipy-FL-GTP binding, flow cytometry; actives lie on both sides; GTP binding activity, % at 10 µM; actives 0.14% (n = 190,000);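 active means GTP binding activity at least 20% away from the 100% baseline, either lowered as inhibitor or raised as activator; inconclusive means flagged as likely green fluorescent, judged across all proteins in the well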;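 further: 0% = unlabeled GTP competition control and 100% = no-compound control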
Target sequence (P01112 whole entry, looked up): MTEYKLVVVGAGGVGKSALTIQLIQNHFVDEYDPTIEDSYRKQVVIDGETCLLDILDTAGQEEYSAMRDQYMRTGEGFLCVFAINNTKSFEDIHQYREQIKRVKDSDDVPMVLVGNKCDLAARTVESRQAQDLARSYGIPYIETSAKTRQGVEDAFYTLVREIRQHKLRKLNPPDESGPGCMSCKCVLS
Mcl1 Noxa PPI: disrupts binding of human Mcl-1 to Noxa peptide. TR-FRET Mcl-1/Noxa peptide binding, 2 h. inhibition, % at 21.7 µM. actives 1.5% (n = 220,000). Q07820;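 active means compounds that cut the protein-peptide binding signal by more than 50% relative to plate controls in a single-dose test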;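 further: His-tagged Mcl-1 with rhodamine Noxa BH3 peptide and terbium anti-His antibody; 0% = Mcl-1 plus Noxa peptide wells and 100% = peptide-only wells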
Mcl1 Bid PPI: disrupts binding of human Mcl-1 to Bid peptide; inhibition, % at 21.7 µM; TR-FRET Mcl-1/Bid-Dy647 peptide binding, 1536-well; actives 0.97% (n = 220,000);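 active means compounds that cut the binding signal by more than half at the single screening dose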;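 further: His-tagged Mcl-1 with europium anti-His antibody binding Bid BH3 peptide; 0% = Mcl-1 plus peptide wells and 100% = peptide-only wells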
Active calls of the source: *; ? = inconclusive; . = not tested or not shown.

A first look:
1) c1nc(NC2CCCCCC2)c2[nH]cnc2n1
2) O=C1C2C3C=CC(C3)C2C(=O)N1c1ccc2c(c1)CCC2 (centres undefined)
3) CCOc1ccccc1C(=O)N/N=C/c1c[nH]c2ccccc12
4) Cc1noc(C)c1C(=O)OCC(=O)Nc1cccc(S(N)(=O)=O)c1
5) O=C(NN=C1CCCC1)NC1CCCCC1
6) CCCCC(=O)NC(c1ccco1)c1c(O)ccc2ccccc12 (centres undefined)
7) CCCC(O)(CCN1CCCCC1)c1ccc(OCC)cc1 (centres undefined)
8) Cc1nc(N2CCCCC2)sc1C=O

assay / entry	1	2	3	4	5	6	7	8
Rac1 wt GTP bind	109	102	94	96	103	101	104	105
Rac1 mut GTP	103	100	98	91	100	97	100	102
Cdc42 wt GTP	102	102	93	94	101	100	104	104
Rab7 wt modul	101	102	93	96	99	101	105	102
Rab2 wt GTP	103	101	94	95	102	100	102	105
Mcl1 Noxa PPI	1	1	10	11	-6	-1	16	16
Pf gametocyte	.	.	0	.	-16	.	.	-15
Mcl1 Bid PPI	-3	-19	-29	-24	-25	-11	-9	-5
HRas wt GTP	102	103	95	95	102	99	103	102
Bim-Mcl-1	-1	0	2	0	-7	-4	1	3
Avidin fluor	8	9	22	8	11	13	6	9

9) COc1ccc(N2CCN(CC(=O)N3CCC(C)CC3)CC2)cc1
10) Cc1cc(NC(=O)c2ccco2)ccc1-n1cnnn1
11) CCN1C(=O)/C(=C/c2nc3ccccc3c(=O)n2-c2ccc(C)cc2)c2ccccc21
12) Cc1ccc(NC(=O)Cn2nc(C)c(S(=O)(=O)N(C)C)c2C)cc1C
13) Cc1cc(C(=O)OCc2nnc(-c3ccccc3)o2)c(C)n1-c1ccccc1

assay / entry	9	10	11	12	13
Rac1 wt GTP bind	112	100	105	97	98
Rac1 mut GTP	100	98	98	96	93
Cdc42 wt GTP	109	99	99	95	95
Rab7 wt modul	108	100	97	107	101
Rab2 wt GTP	107	101	97	100	99
Mcl1 Noxa PPI	5	2	-2	0	-4
Pf gametocyte	4	15	9	-31	.
Mcl1 Bid PPI	-30	-8	-6	-25	-70
HRas wt GTP	108	101	99	98	100
Bim-Mcl-1	-3	-3	-1	-1	-6
Avidin fluor	10	13	18	7	7

The whole of this part, repeating the preview:
1) c1nc(NC2CCCCCC2)c2[nH]cnc2n1
2) O=C1C2C3C=CC(C3)C2C(=O)N1c1ccc2c(c1)CCC2 (centres undefined)
3) CCOc1ccccc1C(=O)N/N=C/c1c[nH]c2ccccc12
4) Cc1noc(C)c1C(=O)OCC(=O)Nc1cccc(S(N)(=O)=O)c1
5) O=C(NN=C1CCCC1)NC1CCCCC1
6) CCCCC(=O)NC(c1ccco1)c1c(O)ccc2ccccc12 (centres undefined)

assay / entry	1	2	3	4	5	6
Rac1 wt GTP bind	109	102	94	96	103	101
Rac1 mut GTP	103	100	98	91	100	97
Cdc42 wt GTP	102	102	93	94	101	100
Rab7 wt modul	101	102	93	96	99	101
Rab2 wt GTP	103	101	94	95	102	100
Mcl1 Noxa PPI	1	1	10	11	-6	-1
Pf gametocyte	.	.	0	.	-16	.
Mcl1 Bid PPI	-3	-19	-29	-24	-25	-11
HRas wt GTP	102	103	95	95	102	99
Bim-Mcl-1	-1	0	2	0	-7	-4
Avidin fluor	8	9	22	8	11	13

7) CCCC(O)(CCN1CCCCC1)c1ccc(OCC)cc1 (centres undefined)
8) Cc1nc(N2CCCCC2)sc1C=O
9) COc1ccc(N2CCN(CC(=O)N3CCC(C)CC3)CC2)cc1
10) Cc1cc(NC(=O)c2ccco2)ccc1-n1cnnn1
11) CCN1C(=O)/C(=C/c2nc3ccccc3c(=O)n2-c2ccc(C)cc2)c2ccccc21
12) Cc1ccc(NC(=O)Cn2nc(C)c(S(=O)(=O)N(C)C)c2C)cc1C

assay / entry	7	8	9	10	11	12
Rac1 wt GTP bind	104	105	112	100	105	97
Rac1 mut GTP	100	102	100	98	98	96
Cdc42 wt GTP	104	104	109	99	99	95
Rab7 wt modul	105	102	108	100	97	107
Rab2 wt GTP	102	105	107	101	97	100
Mcl1 Noxa PPI	16	16	5	2	-2	0
Pf gametocyte	.	-15	4	15	9	-31
Mcl1 Bid PPI	-9	-5	-30	-8	-6	-25
HRas wt GTP	103	102	108	101	99	98
Bim-Mcl-1	1	3	-3	-3	-1	-1
Avidin fluor	6	9	10	13	18	7

13) Cc1cc(C(=O)OCc2nnc(-c3ccccc3)o2)c(C)n1-c1ccccc1
14) O=C(Cc1nc(-c2ccc(Br)s2)cs1)NCCN1CCOCC1
15) O=c1c2ccccc2nc2c3ccccc3c(NCCN3CCOCC3)nn12
16) O=C(Nc1ccccc1)C1=C[C@@H](c2ccccc2)C[C@@H](OCc2ccc(CO)cc2)O1
17) CCOC(=O)c1ccc(COC(=O)c2cc3ccccc3oc2=O)o1
18) CCc1ccc(C(=O)NNC(=O)OC)cc1

assay / entry	13	14	15	16	17	18
Rac1 wt GTP bind	98	97	?	97	93	98
Rac1 mut GTP	93	96	?	96	94	96
Cdc42 wt GTP	95	99	?	97	96	104
Rab7 wt modul	101	96	?	104	99	98
Rab2 wt GTP	99	97	?	97	96	100
Mcl1 Noxa PPI	-4	-8	18	0	8	11
Pf gametocyte	.	.	.	.	-13	8
Mcl1 Bid PPI	-70	-21	-28	4	31	0
HRas wt GTP	100	98	?	96	96	98
Bim-Mcl-1	-6	0	5	-5	-2	0
Avidin fluor	7	11	11	6	5	13

19) S=C(NCCc1ccccc1)Nc1ccccc1N1CCOCC1
20) CC1CCC2(CC1)N=C(N)Nc1nc3ccccc3n12 (centres undefined)
21) COc1ccc(CNCc2cccc(Oc3ccccc3)c2)cc1
22) CCCn1c(SCC(=O)Nc2cc(S(=O)(=O)N3CCOCC3)ccc2Cl)n[nH]c1=O
23) Cc1nn2c(-c3ccco3)nnc2c2ccccc12
24) Cn1c(CSc2nc3ccccc3s2)n[nH]c1=S
25) Cc1cccc(Nc2n[nH]c(=S)s2)c1C

assay / entry	19	20	21	22	23	24	25
Rac1 wt GTP bind	98	100	99	104	101	106	99
Rac1 mut GTP	96	97	99	99	97	101	95
Cdc42 wt GTP	99	100	99	104	104	108	97
Rab7 wt modul	108	98	105	100	98	98	97
Rab2 wt GTP	104	98	100	100	98	105	95
Mcl1 Noxa PPI	5	12	27	9	3	18	20
Pf gametocyte	5	7	-30	-7	-4	.	-5
Mcl1 Bid PPI	-35	-8	-4	-47	-27	-30	-133
HRas wt GTP	99	100	99	100	99	105	96
Bim-Mcl-1	-2	-2	-2	-2	2	-4	-6
Avidin fluor	8	8	9	1	.	14	7
